High-throughput results as filed in PubChem BioAssay.
EWS-Fli block: inhibitors of EWS/Fli oncoprotein transcriptional activity; A673 NR0B1-luciferase reporter, viability-normalised; inhibition, % at 12.6 µM; AID 651661; hit rate 0.67% among 350,000;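 active = mean inhibition of at least 50% after viability correction, with every replicate also passing that limit; inconclusive = mean reaches 50% but only one of two replicates passes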;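 also: firefly luciferase signal divided by Alamar Blue viability fluorescence both relative to DMSO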
PAX8 inh HTS: lowers PAX8-driven luciferase in RMG-I cells; RMG-I TPO-luciferase reporter, SteadyGlo, 24 h; inhibition, % at 12.6 µM; hit rate 1.2% among 360,000; AID 652154;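 active = mean replicate inhibition at least 60% with every replicate also reaching 60%; inconclusive = only one of the two criteria is met; inactive = mean below 60% and not all replicates reaching 60%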;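 also: luciferase light reporting Pax8 driven TPO promoter activity; plate controls were median of neutral control wells for no effect and mitoxantrone controls for full effect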
ARNT TACC3 PPI: disruptors of human ARNT/TACC3 interaction; Q9Y6A5; AlphaScreen His-ARNT PAS-B/GST-TACC3 binding, luminescence; TACC3 fragment carries E629A point mutation; inhibition, % at 9.99 µM; hit rate 0.66% among 390,000; AID 623870;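 active = mean inhibition of replicates at least 50% and at least half of replicates each reaching 50%; inconclusive = half or more replicates reach 50% but mean below 50%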;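 also: 0% = complete ARNT plus TACC3 wells and 100% = ARNT alone without TACC3; many hits fall short of the cut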
DENV2 CPE rescue: protects cells from dengue virus 2 cytopathic effect | DENV2-infected cells, cytopathic effect rescue, plate reader | CPE inhibition, % at 9.99 µM | hit rate 1.7% among 350,000 | AID 651640; in the data active = CPE inhibition above about 20%, passing the limit was not always enough; inconclusive = no clear call, values can overlap the other calls; tested in BHK-21 cells;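 also: 0% = median of neutral control wells and 100% = median of positive control wells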
GSIS activator: GLuc luminescence reporter in INS-1E cells, primary screen for activators of glucose-dependent secretion of insulin; INS-1E GLuc reporter insulin secretion, 2-3 h; activation, % at 16.6 µM; hit rate 0.61% among 370,000; AID 743287;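 active = lowest replicate activation of at least 40%, so every replicate reaches that level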;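 also: 0% = median of neutral control wells and 100% = median of IBMX positive control wells; some compounds called inactive have numbers as strong as hits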
ERp5 block: inhibitors of human ERp5; Q15084; ERp5 insulin aggregation, absorbance 650 nm, 90 min; inhibition, % at 9.99 µM; hit rate 0.05% among 350,000; AID 651711;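 active = mean replicate inhibition above about 25%, with every replicate also reaching it, limit read from the data, passing the limit was not always enough; inconclusive = only one of those two criteria met; inactive = neither criterion met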
Target sequence (Q15084 whole entry, looked up): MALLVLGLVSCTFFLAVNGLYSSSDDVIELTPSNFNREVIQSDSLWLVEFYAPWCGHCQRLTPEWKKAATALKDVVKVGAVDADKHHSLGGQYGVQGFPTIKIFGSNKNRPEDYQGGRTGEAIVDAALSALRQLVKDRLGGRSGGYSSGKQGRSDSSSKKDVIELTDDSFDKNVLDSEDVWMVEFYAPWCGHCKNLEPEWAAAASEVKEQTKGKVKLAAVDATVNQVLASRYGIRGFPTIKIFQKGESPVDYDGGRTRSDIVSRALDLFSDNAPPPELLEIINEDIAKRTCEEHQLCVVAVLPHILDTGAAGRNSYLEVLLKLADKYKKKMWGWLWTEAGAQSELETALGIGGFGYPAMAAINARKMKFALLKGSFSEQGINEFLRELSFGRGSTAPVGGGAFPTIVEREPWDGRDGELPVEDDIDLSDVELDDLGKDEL
F508del corr: CFTR F508del correction in bronchial cells; CFBE cells, YFP halide quenching; stimulated with forskolin plus potentiator P3; % fluorescence drop versus neutral controls; activity (quench increase), % at 7.58 µM; hit rate 0.36% among 350,000;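 active = mean added fluorescence quench of at least 8% versus neutral control, with both replicates also reaching 8%; inconclusive = only one of the mean or replicate conditions met; inactive = mean below 8% and not both replicates reaching 8%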;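 also: cells transiently co-express mutant CFTR-F508del with the halide-sensitive YFP; corrector assay measuring rescue of mutant channel to the surface after 24 h compound exposure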
XiGFP reactiv: X-chromosome reactivation activator; XiGFP mouse fibroblasts, % GFP-positive cells imaging, 3 d; cells co-treated with 5-aza-dC sensitizer; scaled so ellipticine positive control = 100%; activation, % at 7.58 µM; hit rate 0.055% among 360,000; AID 743238;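 active = mean normalized replicate activation at least 10% and every replicate at or above 10%; inconclusive = only one of the two criteria met; inactive = mean below 10% and not all replicates reach 10%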;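 also: 0% = median of on-plate neutral control wells and 100% = ellipticine 6 µM median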
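System: 68-5-11 XiGFP fibroblast line; Timing: 3 days compound exposure; Compound dosing: one concentration, pinned; Benchmarks: positive control ellipticine, 6 µM final; Buffer or medium: DMEM containing 5-aza-dC.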
An asterisk follows results filed as active; ? = inconclusive; nt = no result given; & = joins results of further samples.

Value order – EWS-Fli block | ERp5 block | PAX8 inh HTS | XiGFP reactiv | ARNT TACC3 PPI | F508del corr | GSIS activator | DENV2 CPE rescue
- C[C@@H]1CCCCO[C@H](CN(C)C(=O)c2ccncc2)[C@H](C)CN([C@H](C)CO)C(=O)c2cc(NS(=O)(=O)c3cccs3)ccc2O1
    -6 | 4 | -18 | 0.1 | -2 | 1.0 | -7 | 0
- O=C(COC(=O)CNS(=O)(=O)c1ccc(Br)cc1Cl)NCCc1ccccc1
    12 | -3 | 16 | 0.0 | -2 | 4.9 | -9 | -3
- O=C1CN(S(=O)(=O)c2ccccc2)C[C@@H]2[C@H](c3ccc(C4=CCCC4)cc3)[C@@H](CO)N12
    -7 | 4 | nt | 0.5 | nt | -0.8 | -7 | ?
- CN(CC(=O)NCCc1ccccc1)S(=O)(=O)c1cccc2nsnc12
    nt | nt | -27 | 0.5 | -6 | nt | 27 | nt
- CC(C)C[C@H](NC(=O)c1nc[nH]c1C(=O)N1CCNCC1)C(=O)OC(C)(C)C
    -6 | 0 | 7 | 0.0 | 5 | -0.8 | 8 | -9
- CC(C)(C)c1ccc(S(=O)(=O)Nc2ccc(C(O)(C(F)(F)F)C(F)(F)F)cc2)cc1
    13 | 1 | 23 | -0.2 | nt | -0.2 | nt | -9
- O=C(c1ccco1)N1CCN(S(=O)(=O)/C=C/c2ccccc2)CC1
    3 | 2 | 15 | nt | 1 | 0.3 | 24 | -7
- CCOc1ccc(NC(=S)N2CCC(NC(=O)c3ccco3)CC2)cc1
    -2 | 2 | 2 | 0.1 | nt | -0.2 | -4 | 4
- Cc1nc(SCc2nc3ccccc3[nH]2)c2oc3ccc(Br)cc3c2n1
    -2 | 0 | 10 | -0.4 | -3 | 3.6 | 8 | ?
- COc1ccc(NC(=O)N(C)C[C@@H]2Oc3ccc(NS(=O)(=O)c4c(C)noc4C)cc3C(=O)N([C@H](C)CO)C[C@@H]2C)cc1
    1 | -2 | nt | 0.1 | 2 | -1.0 | -9 | 90*
- COc1ccccc1N1CCN(C(c2cccs2)C(C)NS(=O)(=O)c2ccccc2)CC1 (stereo not drawn)
    2 | 11 | 4 | 0.0 | 3 | -0.9 | nt | 5
- Cc1ccc(-n2c3nc(=O)[nH]c(=O)c-3cc3c(C)nn(-c4ccccc4)c32)c(C)c1
    nt | nt | 15 | -0.1 | -5 | nt | 17 | nt
- Cc1ccc(CN2CCN(/N=C\c3cccc([N+](=O)[O-])c3)CC2)cc1
    1 | 3 | -12 | 0.0 | 11 | 4.5 | -23 | 4
- Cc1ccc2c(c1)N(CC(=O)NCCc1ccc(Cl)cc1)C(=O)c1cccnc1O2
    6 | 0 | 20 | 0.3 | -8 | 0.5 | -2 | 3
- C=C(C)Cn1c(C)cc(C)c(S(=O)(=O)c2ccc(C)cc2)c1=O
    3 | 3 | -20 | 0.0 | 4 | -0.8 | nt | 0
- CO[C@H]1CN(C)C(=O)c2ccc(NC(=O)c3cnccn3)cc2OC[C@@H](C)N(CC2CC2)C[C@H]1C
    nt | 12 | -6 | -0.3 | nt | -1.3 | 11 | -5
- O=c1[nH]c(CN2CCN(Cc3ccccc3)CC2)nc2scc(-c3ccccc3)c12
    12 | 0 | 8 | -0.1 | -2 | -0.7 | nt | 5
- Cc1ccc(C(=O)N2C(=O)c3cccc(N)c3C2=O)o1
    -29 | -2 | -9 | -0.2 | 1 | 0.6 | 14 | 9
- Cc1ccc(C)c(NC(=O)CSc2nnc(Cc3cccn3C)n2-c2ccc(F)cc2)c1
    12 | 2 | 5 | 0.1 | nt | 1.4 | -10 | -1
- Cc1c(NC(=O)COC(=O)c2c3c(nc4ccccc24)CCCC3)c(=O)n(-c2ccccc2)n1C
    9 | -7 | -4 | -0.1 | 4 | nt | 0 | -3
- COc1ccccc1NC(=O)N1CCCCN2[C@H](C1)[C@@H](c1ccc(C#CC3CCCC3)cc1)[C@@H]2CO
    9 | 9 | 16 | -0.1 | -4 | -0.9 | 9 | -11
- C[C@@H]1CN([C@H](C)CO)C(=O)Cc2cc(NS(=O)(=O)c3cccs3)ccc2O[C@@H]1CN(C)Cc1ccc(Cl)c(Cl)c1
    -19 | -11 | nt | 0.4 | 1 | -1.1 | -13 | 6
- Cc1ccc(C([O-])=C(C(=S)NCc2ccccc2)[n+]2cccc(CO)c2)cc1[N+](=O)[O-]
    1 | 0 | 1 | 0.3 | 4 | 4.1 | nt | -9
- CCOC(=O)C1=CCN(S(=O)(=O)c2ccc(C)cc2)C1c1cccc2ccccc12 (stereo not drawn)
    -21 | 1 | 17 | 0.0 | nt | -5.2 | 0 | 3
- CCn1c2ccccc2c2cc(NC(=O)COC(=O)c3ccc(NC(=O)CC#N)cc3)ccc21
    0 | -12 | -7 | 0.0 | -1 | -2.8 | -13 | -9
- CCn1c(C)cc(C(=O)COC(=O)CNC(=O)c2ccco2)c1C
    -1 | -4 | -11 | 0.3 | nt | -1.2 | -1 | 61*
- CO[C@@H]1CN(C)C(=O)c2cc(NC(=O)CC(F)(F)F)ccc2OC[C@@H](C)N(C(=O)C2CC2)C[C@H]1C
    -3 | -5 | 3 | -0.4 | -2 | -2.1 | 0 | 12
- CC1(C)c2ccccc2-c2nc3ccccc3cc2C1N1CCOCC1 (stereo not drawn)
    -6 | -3 | -12 | -0.1 | -4 | -8.4 | nt | 5
- Cc1cccc(C)c1NC(=O)NC1(C(=O)NCC2CCCO2)CCCCC1 (stereo not drawn)
    0 | 4 | 3 | 0.3 | 16 | -0.8 | -1 | 1
- Cc1ccc(/C=N/NC(=O)c2cccs2)o1
    1 | -1 | -16 | 0.0 | -3 | nt | 2 | -2
- CN1C(=O)C(C)(C)c2cc(S(=O)(=O)NCc3ccc(Cl)cc3)ccc21
    -3 | 4 | 10 | 0.3 | nt | 0.8 | 4 | -4
- O=C(O)CCCn1cc(NC(=O)c2c(F)cccc2F)cn1
    -5 | -8 | 12 | 0.0 | 17 | 3.2 | -9 | 1
- N=c1c2c(n(Cc3cccc(Cl)c3)c3c1CCC3)CCCC2
    13 | -6 | nt | nt | 8 | 3.6 | -72 | 4
- Cc1noc(C)c1NC(=O)Nc1cccc2c1O[C@H](CN(C)S(=O)(=O)c1cccs1)[C@H](C)CN([C@@H](C)CO)C2=O
    8 | 3 | nt | -1.1 | -10 | 0.2 | -2 | 1
- C[C@H]1CCCCO[C@H](CN(C)C(=O)Cc2ccccc2)[C@@H](C)CN([C@@H](C)CO)C(=O)c2cc(NS(=O)(=O)c3ccccc3)ccc2O1
    1 | 3 | 11 | 0.0 | -1 | 0.9 | -28 | -8
- C[C@@H]1CCCCO[C@@H](CN(C)S(C)(=O)=O)[C@@H](C)CN([C@@H](C)CO)C(=O)c2cc(NS(=O)(=O)c3ccccc3)ccc2O1
    -8 | 8 | -22 | -0.9 | -7 | 1.2 | 6 | 8
- O=C(Nc1nc(-c2ccccc2)cs1)c1cccc([N+](=O)[O-])c1C(=O)O
    -6 | 3 | -25 | 0.2 | -1 | nt | 1 | 1
- CC1NC(=O)c2cccnc2-n2c1nc1ccccc1c2=O (stereo not drawn)
    -3 | 2 | -12 | 0.2 | nt | -1.2 | 10 | 7
- Cn1c(=O)c2c(-c3ccccc3)n(-c3ccccc3O)cc2n(C)c1=O
    4 | -5 | nt | nt | -15 | -4.1 | -3 | 10
- CCCC#Cc1ccc2c(c1)O[C@@H](CN(C)Cc1ccc3c(c1)OCO3)[C@H](C)CN([C@@H](C)CO)S2(=O)=O
    18&32&12 | -3&-5&-4 | 8 | 0.0&-0.6 | -25&-34 | 0.9&-5.5&-4.3 | -23&6 | -11&-1&4
- COCC(=O)N1C[C@@H]2[C@H](c3ccccc31)[C@H](CO)N2C(=O)Nc1ccccc1F
    -2 | 0 | -3 | 0.2 | -8 | 1.1 | 12 | 7
- Cn1ncc(C#N)c1NC(=O)C1CC(c2ccccc2Cl)=NO1 (stereo not drawn)
    2 | 4 | -6 | -0.1 | nt | -0.8 | -6 | 5
- Cc1cccc(C)c1OCc1cc(C(=O)N(C)Cc2nc3ccccc3[nH]2)no1
    7 | 6 | nt | -0.1 | 5 | 3.8 | -17 | 11
- COc1ccc(OC(=O)N(C)C[C@@H]2OCc3ccccc3-c3ccccc3C(=O)N([C@@H](C)CO)C[C@@H]2C)cc1
    7 | -1 | 18 | 0.0 | 9 | -0.5 | -10 | 0
- Cc1ccc(S(=O)(=O)N2CCC(C(=O)OCC(=O)N(Cc3ccccc3)C(C)C)CC2)cc1C
    2 | 2 | -17 | 0.6 | nt | -4.7 | nt | -12
- C[C@H]1CN([C@@H](C)CO)C(=O)CCCn2nncc2CO[C@H]1CN(C)C(=O)Nc1ccnc(N2CCOCC2)c1
    10&1 | 6&1 | 1&-10 | -0.1&0.0 | 2 | -1.2&-0.9 | 12&6 | -8&3
- O=c1[nH]c(SCc2cccc(Cl)c2)nc2[nH]ncc12
    6 | -7 | 23 | 0.0 | nt | 1.2 | 4 | 1
- C/C(=N\NC(=O)CSc1nnc(C)s1)c1ccc(O)cc1
    -9 | 1 | -4 | 0.0 | -2 | 1.4 | 12 | 16
- O=C(C1CCC(=O)N(C2CC2)C1)N(CCO)Cc1ccccc1 (stereo not drawn)
    -7 | -7 | -11 | 0.1 | -61 | -1.8 | -1 | -7
- COCCN(C(=O)Cc1cccs1)C(C(=O)NC1CCCC1)c1cc(OC)c(OC)c(OC)c1 (stereo not drawn)
    -3 | 2 | 6 | 0.0 | nt | 1.1 | 8 | -2
- O=C(Nc1ccccc1)SC1CCCCC1
    -117 | 3 | -209 | 0.1 | 9 | 7.1 | nt | 1
- CC(=O)C1=C(O)C(=O)N(c2nnn(C)n2)C1c1cccs1 (stereo not drawn)
    -3 | 0 | -7 | 0.2 | nt | 2.2 | -4 | 2
- Cc1ccccc1S(=O)(=O)NCC[C@H]1CC[C@@H](NS(=O)(=O)c2ccccc2C)[C@@H](CO)O1
    -11 | 2 | 17 | -0.6 | 0 | 0.1 | -7 | 1
- CC1(c2cccc(Br)c2)NC(=O)N(CC(=O)NCCC2=CCCCC2)C1=O (stereo not drawn)
    -2 | 4 | 7 | 0.0 | nt | -2.2 | 1 | 11
- CCOCc1nnc(NC(=O)C2CC(=O)N(CCc3ccc(F)cc3)C2)s1 (stereo not drawn)
    5 | 2 | 13 | 0.3 | -3 | -1.1 | -13 | -2
- Cc1csc(=O)n1CCC(=O)OC(C)C(=O)Nc1ccc(N2CCOCC2)cc1 (stereo not drawn)
    -8 | 6 | -8 | 0.5 | 0 | 2.0 | 4 | -2
- COc1cc(C(=O)NNC(=S)NC(=O)c2ccc3c(c2)OCO3)cc(OC)c1OC
    9 | 0 | 1 | 0.2 | nt | -2.4 | -8 | -5
- Clc1cccc(C2Nc3cccc4cccc(c34)N2)c1
    7 | 3 | 17 | -0.1 | -1 | 0.0 | -4 | 6
- O=C(Cc1c(F)cccc1Cl)Nc1ccc(-n2cnnn2)cc1
    -2 | 3 | 27 | -0.1 | 2 | -0.3 | 16 | 7
